A3G deaminase: APOBEC3G (human) deaminase inhibition. recombinant A3G, ssDNA deamination FAM/TAMRA fluorescence. Q9HC16. 330,000 compounds, 0.28% hits. AID 493012. inhibition, % at 20 µM;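 active means inhibition of at least 40% at 20 µM, with no more than 30% in the related APOBEC3A deaminase screen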;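 further: plate controls were DMSO wells with A3G for no effect and wells lacking A3G enzyme for full effect; some compounds called inactive have numbers as strong as hits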
Target sequence (Q9HC16 whole entry, looked up): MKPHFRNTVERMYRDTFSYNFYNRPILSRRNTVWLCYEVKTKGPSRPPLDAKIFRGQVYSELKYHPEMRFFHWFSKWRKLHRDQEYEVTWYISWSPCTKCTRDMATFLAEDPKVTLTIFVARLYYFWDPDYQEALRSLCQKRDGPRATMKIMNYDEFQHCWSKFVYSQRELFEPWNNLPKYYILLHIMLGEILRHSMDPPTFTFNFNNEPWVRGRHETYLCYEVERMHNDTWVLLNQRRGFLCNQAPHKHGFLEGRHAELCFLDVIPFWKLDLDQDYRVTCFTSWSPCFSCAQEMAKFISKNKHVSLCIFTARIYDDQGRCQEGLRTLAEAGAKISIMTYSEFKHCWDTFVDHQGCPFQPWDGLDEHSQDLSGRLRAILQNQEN
mIAP inh: mouse IAP inhibition; purified mouse IAP, CDP-Star luminescence, 30 min; inhibition, % at 10 µM; 330,000 compounds, 0.2% hits; AID 2806;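 active means inhibition of at least 40% at 10 µM in the primary screen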;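 further: plate controls were DMSO with enzyme for no effect and no enzyme wells for full effect; values of inactives mirror those of a sister screen read the other way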
hIAP activ: increases human intestinal alkaline phosphatase activity; P09923; purified human IAP, CDP-Star luminescence, 30 min; hits give high values; 1 = vehicle-only enzyme, 0 = enzyme-free background; activation factor at 10 µM; 330,000 compounds, 0.16% hits; AID 2524;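 active means activation factor of the enzyme at least 2-fold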; further: the source names both 10 and 20 µM as test concentration; values of inactives mirror those of a sister screen read the other way
beta cell repl: MIN6 beta-cell proliferation induction; MIN6 cells proliferation, ATPlite luminescence, 48 h; cells starved in 0.2% serum; 100% = growth in 10% serum; proliferation, % at 10 µM; 330,000 compounds, 0.29% hits; AID 2380;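 active means compounds whose signal lies at least 3.5 SD above the mean of all wells on their plate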;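 further: 0% = DMSO-treated cells in low-serum medium and 100% = 10% serum control; some compounds called inactive have numbers as strong as hits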
SENP1 FRET inh: SENP1 (human) catalytic domain inhibition; inhibition, % at 10 µM; 360,000 compounds, 0.21% hits; AID 624204; Q9P0U3; recombinant SENP1 catalytic domain, CyPet-SUMO1-YPet FRET cleavage;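 active means inhibition at least 30% at 10 µM, raw YFP signal under a set limit, fluorescence ratio 0.5 to 1.5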;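 further: 0% = enzyme with DMSO and 100% = no enzyme wells; some results filed as inactive read as strong as hits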
Target sequence (Q9P0U3 419-644 limits assumed): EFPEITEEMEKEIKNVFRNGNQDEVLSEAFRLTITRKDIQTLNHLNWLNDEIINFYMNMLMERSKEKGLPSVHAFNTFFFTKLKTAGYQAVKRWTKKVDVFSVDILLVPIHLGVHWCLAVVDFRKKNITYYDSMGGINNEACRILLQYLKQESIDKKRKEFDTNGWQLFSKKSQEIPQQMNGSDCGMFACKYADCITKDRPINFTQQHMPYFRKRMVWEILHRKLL
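material = recombinant human SENP1 catalytic domain, His6-tagged | quantity = 20 pM enzyme | reagent = 25 nM SUMO1 FRET substrate | compound dosing = 10 µM single point, 0.5% DMSO | timing = 50 min enzyme reaction, room temperature, light-protected | detection = FRET, CFP and YFP emission | control set = no-enzyme low, enzyme-DMSO high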
mIAP act: increases mouse intestinal alkaline phosphatase activity | muIAP, CDP-Star luminescence, 30 min; hits give high values; 1 = vehicle-only enzyme signal, 0 = enzyme-free wells | 330,000 compounds, 0.24% hits | activation factor at 10 µM | AID 2805;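 active means activation factor of at least 2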; further: the source names both 10 and 20 µM as test concentration; values of inactives mirror those of a sister screen read the other way
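System: mouse IAP enzyme. Reagent: CDP-Star chemiluminescent phosphatase substrate. Benchmarks: DMSO wells, no-enzyme wells. Times: 30 min enzyme-substrate-compound incubation at room temperature. Detection: luminescence from enzymatic CDP-Star hydrolysis. Doses: test compounds delivered from DMSO solution.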
APOBEC3A inh: inhibitors of human APOBEC3A DNA deaminase. recombinant A3A, FAM/TAMRA ssDNA deamination fluorescence. inhibition, % at 20 µM. 330,000 compounds, 0.41% hits. AID 493011;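 active means at least 40% inhibition at 20 µM here, with at most 30% in a related deaminase screen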;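 further: plate controls were A3A with DMSO for no effect and wells lacking A3A enzyme for full effect; some results filed as inactive read as strong as hits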
Target sequence (P31941 whole entry, looked up): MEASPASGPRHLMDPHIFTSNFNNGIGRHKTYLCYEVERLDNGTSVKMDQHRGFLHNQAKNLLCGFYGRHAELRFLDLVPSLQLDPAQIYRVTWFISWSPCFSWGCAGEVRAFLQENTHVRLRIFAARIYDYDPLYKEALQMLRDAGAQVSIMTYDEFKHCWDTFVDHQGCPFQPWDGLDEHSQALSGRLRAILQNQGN
NALP3 yeast inh: NALP3 inhibition in yeast | Yeast reconstituted NLRP3/ASC/caspase-1, beta-gal luminescence, 24 h | inhibition, % at 10 µM | 330,000 compounds, 0.39% hits;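 active means inhibition of 50% or more; inactive means inhibition below 50%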;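 further: plate controls were induced DMSO wells for no effect and uninduced yeast grown without galactose for full effect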
hIAP inh: blocks human intestinal alkaline phosphatase; P09923; purified IAP, CDP-Star luminescence, 30 min; inhibition, % at 10 µM; 330,000 compounds, 0.12% hits;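 active means inhibition reaching a set limit with compound at 10 µM in the primary screen, cut at about 35% in these data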;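 further: plate controls were DMSO wells with enzyme for no effect and no-enzyme buffer wells for full effect; values of inactives mirror those of a sister screen read the other way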
An asterisk follows results filed as active; x = not tested or not shown.

| smiles | A3G deaminase | mIAP inh | hIAP activ | beta cell repl | SENP1 FRET inh | mIAP act | APOBEC3A inh | NALP3 yeast inh | hIAP inh |
| --- | --- | --- | --- | --- | --- | --- | --- | --- | --- |
| C/C(=N/NC(=O)c1ccccc1O)c1ccc(N2C(=O)C3CCCCC3C2=O)cc1 (configuration not stated) | -8 | -5 | 1.1 | -2 | -2 | 1.1 | -5 | 15 | -6 |
| Cc1nn(CC(=O)N2CCN(c3ccccc3)CC2)c(=O)c2cccn12 | -4 | 5 | 0.84 | -1 | 0 | 0.95 | -5 | 6 | 16 |
| O=C1CCN(Cc2ccccc2)CCN1[C@H](CO)Cc1ccccc1 | -9 | -3 | 0.97 | -3 | 0 | 1 | 1 | 3 | 3 |
| COc1ccc(C(=O)N2CCCC(CCC(=O)NCc3ccc(F)c(F)c3)C2)o1 (configuration not stated) | -4 | 5 | 1 | -1 | 0 | 0.95 | -1 | 26 | -5 |
| O=C(O)/C=C/C(=O)NCCNc1ncc(C(F)(F)F)cc1Cl | -5 | 13 | 0.95 | 0 | -1 | 0.87 | -2 | 12 | 5 |
| COc1cccc(C(=O)NCCS(=O)(=O)NCc2ccccn2)c1 | -7 | -3 | 1.3 | -2 | 3 | 1 | -1 | 12 | -26 |
| CC(C)n1c(CSCc2ccc(Cl)cc2Cl)n[nH]c1=S | -10 | -4 | 1.5 | -1 | -1 | 1 | -4 | 18 | -51 |
| CC1=C(c2ccc(F)cc2)[N+](=O)C(C)(C)N1[O-] | -4 | 3 | 0.77 | 0 | 3 | 0.97 | 0 | 13 | 23 |
| Cc1nc2sc(C(c3ccco3)N3CCN(c4ccc(F)cc4)CC3)c(O)n2n1 (configuration not stated) | -4 | 8 | 1 | 3 | 1 | 0.92 | -3 | -2 | -4 |
| O=C(OCC(=O)N1CCc2ccccc21)C1CCCN1S(=O)(=O)c1ccc(Cl)cc1 (configuration not stated) | -8 | -5 | 0.92 | -4 | 2 | 1.1 | -3 | 30 | 8 |
| COc1ccc(C(=S)N2CCN(c3ccccc3Cl)CC2)cc1OC | 37 | 15 | 0.81 | 3 | 1 | 0.85 | -3 | -9 | 19 |
| O=Cc1cccn1-c1ccc2ccccc2c1 | -5 | 6 | 0.9 | -2 | -7 | 0.94 | -2 | 48 | 10 |
| O=C(CC12CC3CC(CC(C3)C1)C2)NCC(=O)OCc1cc(=O)oc2ccc3ccccc3c12 | 5 | 2 | 1.1 | -2 | -37 | 0.97 | -2 | 16 | -10 |
| Cc1ccccc1-n1c(C)nnc1SCc1nc2ccccc2s1 | -3 | 8 | 0.88 | -1 | -26 | 0.92 | 0 | -10 | 12 |
| COc1ccccc1C(C#N)c1cccc(Cl)n1 (configuration not stated) | -8 | 11 | 0.94 | 2 | 2 | 0.89 | -5 | -24 | 6 |
| CC(C)c1ccccc1OCCCN1CCCC1 | -6 | -6 | 1 | 3 | -1 | 1.1 | -4 | 15 | -4 |
| CC(=O)n1cc(CO)c2ccccc21 | -5 | 6 | 1 | 3 | 0 | 0.94 | -1 | -2 | -3 |
| COCCCN(C(=S)NC(=O)c1ccc(Br)cc1)c1c(N)n(Cc2ccccc2)c(=O)[nH]c1=O | -9 | -5 | 1.3 | -2 | -18 | 1 | -5 | 12 | -26 |
| Cn1c(CCNC(=O)c2ccccc2)nc2ccccc21 | -7 | 8 | 0.92 | -1 | 3 | 0.92 | -4 | 16 | 8 |
| COc1cccc(-c2ccc3nnc(SCC(=O)N4CCCC4)n3n2)c1 | -11 | -1 | 0.96 | -2 | 2 | 1 | 0 | 1 | 4 |
| O=C(NC1CCCC1)c1ccccc1-c1nc2ccccc2[nH]1 | -3 | 6 | 1.1 | -2 | -1 | 0.94 | 0 | 9 | -6 |
| CSCCCN1CCCC(CO)(Cc2ccccc2F)C1 (configuration not stated) | -5 | -11 | 0.98 | 1 | 0 | 1.1 | -8 | 10 | 2 |
| O=C(c1cccc(-n2cccc2)c1)N1CCN(S(=O)(=O)c2ccc(F)cc2)CC1 | 10 | -4 | 1.2 | 0 | -4 | 1 | -3 | 3 | -25 |
| O=C(/C=C\Nc1ccc2c(c1)OCO2)c1ccc(Cl)s1 | 0 | 6 | 0.89 | -6 | 0 | 0.94 | 5 | 11 | 11 |
| O=C(NCc1ccccn1)c1cccc(S(=O)(=O)N2CCCCC2)c1 | -8 | -2 | 0.94 | 1 | 0 | 1 | -1 | 13 | 6 |
| CCCN1C(=O)c2cc(C(=O)O)ccc2C1O (configuration not stated) | -1 | -1 | 0.98 | 2 | 0 | 1 | -2 | 4 | 2 |
| COc1cc(OC)cc(-c2cn[nH]c2N)c1 | -7 | 1 | 1 | -4 | 2 | 0.99 | -3 | 9 | -4 |
| CN(Cc1ccccc1)c1ccc(S(=O)(=O)N2CCOCC2)cn1 | -2 | -4 | 1.1 | 0 | 1 | 1 | -1 | 6 | -11 |
| CCS(=O)(=O)Nc1cccc(C2=NN(S(=O)(=O)c3ccc(F)cc3)C(c3cccs3)C2)c1 (configuration not stated) | -2 | 4 | 0.98 | -2 | -6 | 0.96 | 0 | -8 | 2 |
| O=S(=O)(c1ccccc1)c1nc(-c2ccco2)oc1NCc1ccco1 | -4 | 7 | 0.99 | 0 | -2 | 0.93 | -2 | 16 | 1 |
| CC(CN1CCCCC1)OC(=O)C1c2ccccc2Oc2ccccc21 (configuration not stated) | -6 | 6 | 1.1 | -1 | -4 | 0.94 | -2 | 10 | -15 |
| C[n+]1cc[nH]c1SCC(=O)c1ccc(Cl)cc1 | -3 | 14 | 0.86 | -3 | 0 | 0.86 | -4 | 6 | 14 |
| Cc1nn(C)c(Oc2cccc(Cl)c2)c1C#N | -4 | -2 | 0.98 | 1 | -2 | 1 | -3 | -19 | 2 |
| O=C(NCCCN1CCCC1)c1ccc2c(c1)N(Cc1cccc(Cl)c1)C(=O)c1ccccc1S2=O (configuration not stated) | -1 | -1 | 1 | -4 | -4 | 1 | -1 | 7 | -5 |
| COc1ccc(CN(C2CC2)S(=O)(=O)c2ccccc2Br)cc1 | 6 | 6 | x | x | 1 | 0.94 | 4 | x | x |
| CCCC(=O)N1CC(=O)Nc2ccc(C)cc2C1c1ccccc1 (configuration not stated) | -12 | -2 | 0.92 | -4 | 2 | 1 | -4 | -10 | 8 |
| Cc1ccc(S(=O)(=O)Nc2cccc3c2O[C@H](CN(C)Cc2ccccc2)[C@@H](C)CN([C@H](C)CO)C3=O)cc1 | 3 | -8 | 1.3 | -2 | 1 | 1.1 | 8 | 24 | -31 |
| CC(C)(C)C(=O)/C=c1\[nH]c(=O)/c(=C\c2ccc(C#N)cc2)s1 | -5 | 19 | 0.99 | -4 | 40 | 0.81 | -4 | 16 | 1 |
| O=C(O)c1cc(S(=O)(=O)N2CCN(c3ccccn3)CC2)ccc1Cl | -1 | 8 | 0.86 | -3 | 3 | 0.92 | 3 | 2 | 14 |
| Cc1nc(NC(=O)C(C)Oc2cccc(Cl)c2)sc1C(=O)N(C)C (configuration not stated) | -7 | 1 | 1.2 | 0 | 1 | 0.99 | 0 | 19 | -17 |
| O=C(CCNC(=O)c1ccco1)Nc1ccccc1 | -7 | 2 | 0.95 | -2 | -1 | 0.98 | 12 | 6 | 5 |
| C=CCNC1=C(Cl)C(=O)N(Cc2ccccc2)C1=O | -5 | -3 | 1 | 0 | -2 | 1 | -1 | 34 | -2 |
| COc1ccccc1OCCC(=O)NNC(=O)c1ccccc1F | -8 | 4 | 0.93 | -5 | 1 | 0.96 | -2 | 26 | 7 |
| CCc1cc2ccc(OC)cc2nc1SCC(=O)Nc1cc(C)on1 | -9 | 8 | 0.95 | -2 | 1 | 0.92 | 3 | 12 | 5 |
| COc1ccc(-c2nn(-c3ccccc3)cc2C(=O)Nc2cccc(S(=O)(=O)NC3=NCCC3)c2)cc1 | -5 | -60 | 0.97 | 0 | 0 | 1.6 | -3 | -7 | 3 |
| Cc1ccc(NC(=O)CNC(c2ccccc2)c2ccccc2)c(F)c1 | -5 | -7 | 1.1 | -5 | 0 | 1.1 | -2 | -1 | -7 |
| COc1cccc(/C=N/NC(=O)CNC(=O)c2ccncc2)c1O | -4 | 5 | 2.2* | -1 | 3 | 0.95 | -5 | 4 | -116 |
| CN(C)C1(CNC(=O)C2CCN(S(=O)(=O)c3ccccc3C(F)(F)F)CC2)CCCCC1 | 1 | 5 | 1.3 | 4 | -1 | 0.95 | 17 | 20 | -31 |
| O=C(Cc1cccs1)Nc1nc2c(ccc3ccccc32)s1 | -3 | -13 | 0.98 | -6 | -5 | 1.1 | -1 | 16 | 2 |
| CCOc1ccc(C(=O)N(c2ccccn2)C2CCCCC2)cc1 | 0 | 14 | 1 | 0 | 0 | 0.86 | 4 | 15 | 0 |

Carrying on.
| smiles | A3G deaminase | mIAP inh | hIAP activ | beta cell repl | SENP1 FRET inh | mIAP act | APOBEC3A inh | NALP3 yeast inh | hIAP inh |
| --- | --- | --- | --- | --- | --- | --- | --- | --- | --- |
| COc1ccccc1NC(=O)CSc1nc2c(oc3ccccc32)c(=O)n1C | -3 | 6 | 1.1 | -2 | 2 | 0.94 | -6 | 13 | -10 |
| Cc1ccc2c3c(c(SCC(=O)Nc4nonc4C)nc2c1)CCCC3 | -1 | -5 | 0.97 | 0 | -1 | 1 | 10 | 33 | 3 |
| Cc1cc(C(=O)Nc2ccc(Cl)c(S(=O)(=O)N3CCOCC3)c2)c2ccccc2n1 | -4 | 5 | 0.9 | 1 | -2 | 0.95 | -3 | 5 | 10 |
| CCOCCn1c(=NC(=O)CSCC(=O)N2CCOCC2)sc2cc(OC)ccc21 | -5 | -2 | 0.98 | -3 | -1 | 1 | -4 | 3 | 2 |
| CC1CC(NC(=O)N(C)C)N(C)C(=O)N1 (configuration not stated) | -2 | 15 | 1 | 0 | 2 | 0.85 | 0 | 14 | -3 |
| COc1ccc(OC)c(CNC(=O)CCCc2cn(C)c3ccccc23)c1 | -5 | -16 | 1.1 | 5 | 0 | 1.2 | -2 | 22 | -8 |
| Cc1ccccc1N1CC(=O)N(c2ccccc2C)CC1=O | 0 | 12 | 0.99 | 0 | -1 | 0.88 | 4 | -2 | 1 |
| CC1CN(c2sc(S(C)(=O)=O)nc2S(=O)(=O)c2ccc(Cl)cc2)CC(C)O1 (configuration not stated) | -9 | -5 | 1.1 | -1 | 2 | 1.1 | -5 | -4 | -7 |
| c1ccc(-c2noc(-c3ccc4ccccc4c3)n2)nc1 | -3 | -12 | 1.1 | -5 | 3 | 1.1 | -2 | 22 | -14 |
| COc1ccc(C(=O)/C=C/Nc2ccc(S(=O)(=O)Nc3onc(C)c3C)cc2)cc1 | -3 | 6 | 1.1 | -1 | -30 | 0.94 | 1 | 16 | -5 |
| Cc1ccc(S(=O)(=O)N(C)c2ccc(OCC(=O)N3CCCCC3)cc2)cc1 | -5 | 4 | 1.1 | -5 | 1 | 0.96 | -3 | 22 | -12 |
| COc1ccc(Cl)cc1C(=O)NNC(=O)c1cccs1 | -7 | -6 | 1.3 | -2 | 2 | 1.1 | -2 | 24 | -27 |
| CC(C)CN1C(=O)C(=Nc2cccnc2)c2ccccc21 | -5 | -14 | 1.1 | -3 | 2 | 1.1 | 7 | 1 | -10 |

A portion of the library, so the mix of outcomes need not match the whole.
